PrPC TRFRET – reduces human prion protein on the cell surface. 370,000 tested, 0.43% active. P04156. AID 720596. cell surface PrPC, TR-FRET read-out. inhibition, % at 13.8 µM; in the data active means inhibition above about 24%; further: 0% = median of the test wells and 100% = reference compound wells
UGM FP inh – Mtb UDP-galactopyranose mutase inhibition. P9WIQ1. AID 504406. 320,000 tested, 0.06% active. inhibition, % at 10 µM. purified UGM, fluorescence polarization probe displacement; in the data active means inhibition above about 10%, passing the limit was not always enough; inconclusive means no clear call, values can overlap the other calls
Target sequence (P9WIQ1 whole entry, looked up): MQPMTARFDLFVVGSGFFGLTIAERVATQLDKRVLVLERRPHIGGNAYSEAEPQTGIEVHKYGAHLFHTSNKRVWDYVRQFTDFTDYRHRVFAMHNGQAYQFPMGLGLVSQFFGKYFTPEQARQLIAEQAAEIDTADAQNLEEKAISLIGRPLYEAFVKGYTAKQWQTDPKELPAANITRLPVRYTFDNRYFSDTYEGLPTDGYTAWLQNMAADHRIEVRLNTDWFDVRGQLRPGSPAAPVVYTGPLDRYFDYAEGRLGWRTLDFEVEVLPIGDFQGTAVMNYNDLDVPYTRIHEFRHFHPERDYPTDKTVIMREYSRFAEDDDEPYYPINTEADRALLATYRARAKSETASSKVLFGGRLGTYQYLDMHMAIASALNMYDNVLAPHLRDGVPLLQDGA
MazEF act – MazEF (E. coli) toxin RNase activation | P0AE70 | FAM/BHQ RNA-DNA oligo cleavage fluorescence, 5 h | activation, % at 20 µM | 350,000 tested, 0.32% active; in the data active means activation above about 50%
Target sequence (P0AE70 whole entry, looked up): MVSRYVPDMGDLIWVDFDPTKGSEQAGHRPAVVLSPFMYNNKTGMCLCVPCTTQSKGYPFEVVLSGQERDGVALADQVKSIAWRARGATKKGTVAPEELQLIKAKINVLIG
BioA inh – blocks M. tuberculosis BioA enzyme activity; purified M. tuberculosis BioA enzyme, plate reader; inhibition, % at 9.99 µM; 360,000 tested, 0.096% active; in the data active means inhibition above about 40%; inconclusive means no clear call, values can overlap the other calls
BoNT-F LC inh – BoNT F light chain protease inhibition. Multiplex microsphere protease cleavage assay, flow cytometry. AID 588497. inhibition, % at 10 µM. 360,000 tested, 0.22% active; in the data active means inhibition above about 35%, passing the limit was not always enough; inconclusive means no clear call, values can overlap the other calls; further: plate controls were buffer without enzyme for full effect and enzyme alone for no effect
Rv3671c protease – inhibits the M. tuberculosis serine protease Rv3671c; inhibition, % at 5.96 µM; P9WHR9; 320,000 tested, 0.048% active; in the data active means inhibition above about 38%;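 further: extracellular domain of Rv3671c used as enzyme; 0% = enzyme with DMSO and 100% = no enzyme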
FadD28 FP inh – M. tuberculosis FadD28 bisubstrate binding inhibition. FadD28 bisubstrate probe binding, fluorescence polarization. inhibition, % at 12.5 µM. 360,000 tested, 0.22% active. AID 588549; in the data active means inhibition above about 8.5%, passing the limit was not always enough; inconclusive means no clear call, values can overlap the other calls
FBA Mtb inh – inhibitors of M. tuberculosis fructose-bisphosphate aldolase | inhibition, % at 1 µM | P9WQA3 | purified M. tuberculosis FBA, fluorescence read-out | AID 588726 | 360,000 tested, 2.3% active; in the data active means inhibition above about 27%;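 further: 0% = vehicle and 100% = reference inhibitor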
Target sequence (P9WQA3 whole entry, looked up): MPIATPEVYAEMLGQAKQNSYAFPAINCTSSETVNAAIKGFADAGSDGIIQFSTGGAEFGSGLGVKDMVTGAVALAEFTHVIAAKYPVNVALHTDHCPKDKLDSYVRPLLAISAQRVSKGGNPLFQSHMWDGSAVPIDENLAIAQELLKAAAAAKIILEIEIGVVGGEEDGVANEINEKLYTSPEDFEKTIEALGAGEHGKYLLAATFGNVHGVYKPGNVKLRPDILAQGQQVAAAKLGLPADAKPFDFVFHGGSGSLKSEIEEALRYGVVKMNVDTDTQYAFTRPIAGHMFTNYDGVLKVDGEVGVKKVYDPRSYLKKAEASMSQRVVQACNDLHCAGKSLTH
GDH-TPI counter – inhibits GDH-TPI coupling enzymes, artifact for Mtb FBA screen | GDH-TPI coupled enzyme counterscreen, NADH absorbance | inhibition, % at 4.8 µM | 360,000 tested, 1.2% active; in the data active means inhibition above about 30%;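 further: 0% = DMSO wells and 100% = wells lacking the enzyme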
* = called active by the depositor; ? = inconclusive; nt = no result given. Rows are unselected. Share with any hit: about 4.8%.

SMILES	PrPC TRFRET	UGM FP inh	MazEF act	BioA inh	BoNT-F LC inh	Rv3671c protease	FadD28 FP inh	FBA Mtb inh	GDH-TPI counter
COc1ccc(/C=C(\NC(=O)c2ccc(C)cc2)C(=O)NCCCN2CCOCC2)cc1OC	1	-0.6	5	-1.3	8	-4	-2.1	-5	19
Cc1cccc(Nc2ccccc2C(=O)OCC(=O)NCc2ccco2)c1C	9	-1.8	-4	-0.4	4	-16	-2.5	2	13
Cc1[nH]n(S(=O)(=O)Cc2ccccc2)c(=O)c1N=Nc1ccccc1Cl	8	-0.1	0	0.6	2	7	-3.6	40*	-5
COc1ccc(CNC(=O)c2cc(S(=O)(=O)N3CCCCC3)ccc2N2CCOCC2)cc1OC	-3	nt	0	0.8	4	nt	-0.1	6	10
CCOc1c(C=C(C#N)C#N)c2ccccc2n1CC	-7	0.9	3	nt	1	-14	-2.0	-2	10
COc1cc2oc(=O)cc(-c3ccc(-c4ccc(C(F)(F)F)cc4)cc3)c2c(OC)c1OC	nt	nt	-6	-0.2	0	nt	0.1	-2	-3
Cc1nnc(SC(C(=O)c2ccccc2)c2ccccc2)[nH]c1=O (stereo unspecified)	4	-3.7	12	nt	-7	1	-2.2	-2	0
CCOc1ccccc1Nc1cc2n(c(=O)n1)CCc1cc(OC)c(OC)cc1-2	3	-1.5	17	nt	?	-4	-3.7	-2	34*
Cc1ccccc1CC(=O)Nc1cc(C(C)(C)C)on1	7	0.0	6	-0.2	?	-1	-2.0	0	-11
CCC(=O)Nc1ccc(C(=O)COC(=O)C(CCSC)NC(=O)COc2ccccc2)cc1 (stereo unspecified)	-3	-1.8	7	3.0	?	-3	-0.2	0	3
CSc1nsc(SCC(=O)NCc2ccc(C)cc2)n1	9	1.3	-6	-0.9	-24	nt	-4.4	-3	-7
COc1ccc(C(=O)Nc2ccc(C)c(S(=O)(=O)N3CCOCC3)c2)cc1S(=O)(=O)N1CCCC1	8	nt	-8	-1.5	10	nt	-10	-2	11
COc1ccc(Br)cc1CN1CCN(Cc2c[nH]c3ccccc23)CC1	1	0.5	17	1.5	0	3	-3.0	3	-10
COc1nc(C)ccc1-c1noc(-c2cccs2)n1	-10	-1.3	10	1.9	nt	0	0.5	3	2
CCOC(=O)Nc1ccc2nc(N3CCCCCC3)sc2c1	14	-2.1	6	0.6	20	0	-0.4	1	1
CC(C)=NN1C(c2nonc2N)=NOC1(C)C	4	1.9	-15	-0.6	9	-3	-1.7	0	14
Cc1cccc(-n2c(CCn3nc(C)c([N+](=O)[O-])c3C)n[nH]c2=S)c1	-8	2.6	-1	-0.9	0	-3	-2.1	2	4
O=C(c1ccc2nc[nH]c2c1)N1CCN(c2cccc(C(F)(F)F)c2)CC1	0	3.5	-3	5.9	0	nt	-1.3	0	0
C=CCN1C(=O)C(C)S/C1=N\S(=O)(=O)c1ccc(Cl)cc1 (stereo unspecified)	6	0.7	2	0.2	4	-3	-1.8	-1	4
CC(=O)Nc1cccc(-c2cc(NC(C)=O)c3ncc(-c4cccc(C(F)(F)F)c4)n3c2)c1	2	nt	nt	-2.6	-3	nt	-5.0	4	4
CC1(C)CC(CC(=O)Nc2ccccc2[N+](=O)[O-])C(=O)O1 (stereo unspecified)	-2	-3.4	1	-0.2	-5	2	-2.0	-3	-2
CCc1nc2ccc(C(=O)N3CCN(S(=O)(=O)CC)CC3)cn2c1N(C=O)CCC(C)C	4	nt	nt	-0.2	-1	nt	-2.7	-2	5
COC(=O)Cc1c(C)c2ccc(OCC(=O)N3CCOCC3)cc2oc1=O	4	-1.7	9	-0.6	13	10	-1.1	123*	26
CC(C)CN(C(=O)COC(=O)c1ccccc1SCC(=O)N1CCCC1)C1CCS(=O)(=O)C1 (stereo unspecified)	-2	nt	3	0.0	-2	nt	-2.1	5	10
COc1ccc(-c2nc3ccc(Cl)cn3c2Cc2ccccc2C(F)(F)F)cc1OC	9	nt	nt	-1.3	-3	nt	-1.1	13	nt
COc1ccc(OC(=O)OCc2ccccc2)cc1	-2	nt	8	-0.1	-4	nt	-3.6	-3	5
COc1ccc(C(C(=O)NC2CCCCC2)N(C(=O)CCl)c2ccc(OC)cc2)cc1 (stereo unspecified)	nt	-0.5	3	-0.6	-12	-2	-2.4	0	4
CCn1c(SCC(=O)Nc2ccc3[nH]c(=O)[nH]c3c2)nnc1-c1ccccc1	1	2.0	4	-0.9	-10	7	-1.6	0	5
COc1cccc(CN2C(=O)[C@@H]3Cc4c([nH]c5ccccc45)C(C)(C)N3C2=O)c1	7	-0.8	-1	0.9	-26	8	-0.9	5	16
CC(C)COc1ccc(C(=O)OCC(=O)NCc2cccs2)cc1	-3	-0.2	-15	-1.2	-8	-1	-2.0	0	11
CCC1CCCCN1C(=O)CSc1nc(N)c(NC(=O)c2ccco2)c(=O)[nH]1 (stereo unspecified)	-3	-0.7	0	-1.2	0	2	1.0	1	8
NC1=NC[C@H](c2ccccc2)N1CCCCC1CCCCC1	10	1.8	35	8.2	-24	2	-5.2	1	1
O=C(O)c1ccc(N2CCCS2(=O)=O)cc1	0	-0.7	6	-0.7	15	-13	-3.4	-9	-16
CCCCNC(=O)C1(C)CCN1C(=O)c1cc(F)ccc1C (stereo unspecified)	-5	nt	nt	0.9	1	nt	-1.6	2	-6
CC(C)c1ccc(NC(=O)C2CCN(S(=O)(=O)c3ccc4c(c3)NC(=O)CO4)CC2)cc1	-11	3.4	2	-0.7	-3	-5	-2.4	1	1
CCCCCn1c(=O)c(C(=O)Nc2ccccc2Cl)c(O)c2ccccc21	-3	2.0	7	0.4	?	-10	-4.0	2	7
COc1ccc(CN(CCCN2CCOCC2)C(=O)Nc2ccccc2)cc1OC	-9	-0.1	-2	0.4	-3	10	-4.4	2	-6
Cc1cc2ncn(N)c2cc1C	0	-2.7	5	nt	-10	1	1.3	5	5
CCN(CC)C(=O)COc1coc(CN2CCN(c3ccc(F)cc3)CC2)cc1=O	6	-2.0	7	-1.1	0	1	-0.1	2	7
COc1ccc(OCCNc2c([N+](=O)[O-])c(=O)oc3ccccc23)cc1	-5	-3.3	0	nt	-3	4	-1.0	-2	10
COc1ccccc1/C=N/NC(=O)C(C)Cn1cnc2ccccc21 (stereo unspecified)	12	-1.0	1	0.8	-5	-4	-2.3	-1	5
Cn1c(SCC(=O)N/N=C/C=C/c2ccccc2[N+](=O)[O-])nc2ccccc21	2	0.3	12	nt	-3	-6	0.0	0	7
CN(c1ccc(C(=O)N2CCCCCC2)cc1)S(=O)(=O)c1ccccc1	12	-3.6	7	6.1	-13	8	-3.6	0	5
CN1CCN(CC(=O)NC2CCCCC2)CC1	0	0.5	-1	-0.9	18	4	-2.6	-1	0
CCCCNC(=O)NC(C(N)=O)P(=O)(OCC)OCC (stereo unspecified)	-2	-0.1	0	-0.2	-2	2	-1.5	5	-9
NC(=O)[C@@H]1CCCN1Cc1nc(Cc2ccccc2Cl)no1	-3	-3.0	-3	-2.3	-1	-4	-1.6	5	5
O=C1CC(SC(=S)C2CCCC2=O)C(=O)N1 (stereo unspecified)	-8	nt	-4	nt	4	nt	4.4	3	16
Brc1ccc2nc(-c3ccccc3)c(Cc3ccccc3)n2c1	5	nt	nt	-2.3	6	nt	-1.6	1	nt
CCOC(=O)c1[nH]c2ccc(F)cc2c1N=C(C)N(CC)CC	-8	-1.2	9	-1.9	?	-4	-4.3	-4	0
COc1ccccc1NC(=O)C1=C(C)N(c2ccccc2)C(=S)NC1c1cccc(C(F)(F)F)c1 (stereo unspecified)	7	-1.2	0	0.3	-14	0	-1.2	0	4
COCCNc1nc(Oc2ccc(NC(C)=O)cc2)c2sc(-c3ccccc3)cc2n1	0	nt	nt	-2.4	-2	nt	-3.8	-2	18
COc1ccc(-c2nc3cnccn3c2NC(C)(C)CC(C)(C)C)cc1O	-6	-0.3	2	0.1	-4	-11	-2.6	11	5
O=c1c(C(c2ccccc2)c2c(O)nc3n(c2=O)CCCS3)c(O)nc2n1CCCS2	2	0.1	-6	-1.0	7	7	-2.4	-9	-8
O=C(CCc1nnc(CCCCc2ccccc2)o1)NCCc1cccnc1	-1	2.2	1	nt	0	4	-0.5	2	7
O=C(Cc1ccccc1)NCC1COc2ccccc2O1 (stereo unspecified)	-3	0.0	-12	nt	-2	3	-1.0	1	7
Cc1ccc(S(=O)(=O)NCCC(=O)NCC(c2cccs2)N2CCOCC2)cc1 (stereo unspecified)	-1	-0.8	-9	-0.5	4	-8	-1.4	16	9

Next entries
SMILES	PrPC TRFRET	UGM FP inh	MazEF act	BioA inh	BoNT-F LC inh	Rv3671c protease	FadD28 FP inh	FBA Mtb inh	GDH-TPI counter
O=C(NCCCNC(=O)c1ccc(Cl)cc1Cl)c1ccco1	5	1.2	3	nt	7	6	-1.4	-1	-7
CC(NC(=O)c1sc2cc([N+](=O)[O-])ccc2c1Cl)C(C)(C)C (stereo unspecified)	3	0.0	6	-1.5	-3	4	-0.3	-1	4
Cc1ccccc1CSc1nnc(-c2ccco2)n1Cc1ccco1	2	1.4	6	nt	-1	3	-11	-5	-4
Cc1ccc(-c2nc3ccc(Cl)cn3c2CC(C)(C)C)cc1	-3	nt	-31	nt	-5	nt	-1.2	0	6
Cc1ccc(S(=O)(=O)N2CCN(S(=O)(=O)N3CCC(C)CC3)CC2)cc1C	2	-0.6	-2	-1.0	3	1	-0.7	1	0
NC(=O)C1CCN(C(=O)c2cc3ccccn3n2)CC1	6	0.5	-2	-0.5	-10	6	-2.8	-1	-5
CCCNC(=O)N1CCN(c2ncccn2)CC1	0	1.6	5	1.4	1	6	-2.9	1	0
Cc1ccc(NC(=O)CN(C)C2CCCCC2)cc1Cl	1	6.3	-3	0.6	?	nt	-5.2	1	3
COc1cccc(CSCC(=O)NCCc2ccccc2)c1OC	-5	-5.9	4	-0.1	-2	-2	-0.9	0	2
CCCCNC(=O)CSc1nc2n[nH]c(C)c2c(=N)n1-c1cccc(Cl)c1C	1	-2.5	19	nt	4	4	0.0	2	34*
CC(c1ccco1)N(C(=O)CSc1ccc(Br)cc1)c1ccccn1 (stereo unspecified)	1	2.1	-4	0.3	-6	-12	-5.1	0	3
CCCCCn1c(SCC(=O)OC)nc2c1c(=O)[nH]c(=O)n2C	2	-0.7	4	-1.4	-8	2	1.0	5	9
Cc1ccc(N2C(=O)C3C(C2=O)C2C=CC3C23CC3)c([N+](=O)[O-])c1 (stereo unspecified)	-8	1.8	5	nt	11	-7	-1.0	-2	0
OC[C@@H]1CN(C2CCCC2)C[C@H](n2cnc3c(N4CCCC4)ncnc32)O1	-2	nt	nt	-1.0	-5	nt	0.1	0	4
CC(=O)c1cc2c(cc1NC(=O)CN(C)S(=O)(=O)c1cccs1)OCO2	1	-2.1	-2	-9.7	-8	4	-1.3	5	12
COc1ccc(C(=O)/C(C)=N/O)cc1OC	-4	-1.6	4	-0.2	-5	-19	-0.3	3	14
CC(=O)N1N=C(c2cccs2)CC1c1cc2cc(C)ccc2nc1Cl (stereo unspecified)	-3	-2.7	15	nt	4	6	-0.3	1	4
CC(OC(=O)c1ccc(Cl)c([N+](=O)[O-])c1)C(=O)N1CCN(Cc2ccccc2)CC1 (stereo unspecified)	-19	-0.4	6	4.6	-6	-5	-3.6	0	0

A second format for 4 compounds above.
Each structure is followed by: PrPC TRFRET | UGM FP inh | MazEF act | BioA inh | BoNT-F LC inh | Rv3671c protease | FadD28 FP inh | FBA Mtb inh | GDH-TPI counter
> CC(=O)c1cc2c(cc1NC(=O)CN(C)S(=O)(=O)c1cccs1)OCO2
  1 | -2.1 | -2 | -9.7 | -8 | 4 | -1.3 | 5 | 12
> COc1ccc(C(=O)/C(C)=N/O)cc1OC
  -4 | -1.6 | 4 | -0.2 | -5 | -19 | -0.3 | 3 | 14
> CC(=O)N1N=C(c2cccs2)CC1c1cc2cc(C)ccc2nc1Cl (stereo unspecified)
  -3 | -2.7 | 15 | nt | 4 | 6 | -0.3 | 1 | 4
> CC(OC(=O)c1ccc(Cl)c([N+](=O)[O-])c1)C(=O)N1CCN(Cc2ccccc2)CC1 (stereo unspecified)
  -19 | -0.4 | 6 | 4.6 | -6 | -5 | -3.6 | 0 | 0
